# GLS inh: blocks human kidney-isoform glutaminase activity; O94925; GLS enzymatic activity, qHTS titration; Potency, µM (titrated, usually from 45.5 µM), without a hit: top-dose activity change, negative = inhibition, hits mostly inhibitors; 410,000 tested, 0.21% active; further: potency means the concentration at half of the fitted maximal effect; on the % scale 0 is the no-effect control and ±100 the full control effect
#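 hKGA in 45 mM KH2PO4 pH 8.2, 0.02% Tween-20 with pin-transferred compounds; 1 mM L-glutamine (stock) plus glutamate oxidase/HRP/Amplex Red coupling added. Fluorescence read initially and after 30 min at RT.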
# IDH1 R132H inh: blocks human mutant IDH1 R132H enzyme; Potency, µM (top dose mostly 76.6 µM), without a hit: at the top dose activity change, negative = inhibition, usual class: inhibitors; O75874; 390,000 tested, 0.093% active; IDH1-R132H enzyme, NADPH consumption, diaphorase/resazurin fluorescence; further: potency means the concentration at half of the fitted maximal effect; on the % scale 0 is the no-effect control and ±100 the full control effect; nearly all actives have a fitted effect of over 65% in size
#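 IDH1-R132H (0.5 ug/mL dispensed) in pH 7.5 Tris buffer was preincubated 30 min with compound, then given a substrate mix of 0.016 mM NADPH and 2 mM alpha-KG for 80 min at room temperature; remaining NADPH was read by diaphorase/resazurin fluorescence.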
# TrxR1 substrate: is turned over as a substrate by rat TrxR1; O89049; Potency, µM (top dose mostly 114 µM), for the others: at the highest dose activity change, negative = substrate turnover; 390,000 tested, 0.01% active; purified TrxR1 substrate turnover, NADPH consumption readout; further: potency means the concentration at half of the fitted maximal effect; on the % scale 0 is the no-effect control and ±100 the full control effect; nearly all actives have a fitted effect of over 50% in size
#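 Rat TrxR1, dispensed at 90 nM, was prereduced with 400 uM NADPH (final) for 5 min at ~22 deg C, then incubated with compound 15 min before 400 uM selenite. A first-read NADPH fluorescence drop versus no-compound background flagged substrates.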
# PGK inhibitor: blocks T. brucei phosphoglycerate kinase; PGK/GAPDH coupled, Kinase-Glo luminescence, 60 min; Potency, µM (top dose mostly 57.5 µM), without a hit: at the top dose activity change, negative = inhibition, most hits filed as inhibitors; 380,000 tested, 0.043% active; AID 602233; further: potency means the concentration at half of the fitted maximal effect; on the % scale 0 is the no-effect control and ±100 the full control effect; nearly all actives have a fitted effect of over 60% in size
#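 Recombinant glycosomal PGK reaction used 1,3-bisphosphoglycerate generated in-well by GAPDH (100nM final) in 100mM TEA pH 7.6, 5mM MgCl2, 0.01% Tween-20. After 60 minutes at room temperature, ATP was read by Kinase-Glo Plus luminescence end-point.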
# PI4K2A block: blocks human PI4K2A kinase activity | purified PI4K2A, ADP-Glo luminescence, 1 h; stronger effect = lower value | activity change, negative = inhibition, % at 76.9 µM | Q9BTU6 | 420,000 tested, 0.13% active; in the data active means activity change below about -50%; inconclusive means mostly about -30% to -49%;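 further: -100% = wells without enzyme as full effect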
#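 In this quantitative HTS, ADP production by PI4K2A was quantified luminescently after 1 h at ambient temperature; 100 microM adenosine served as plate-quality control.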
# Pin1 inhibitor: blocks the human prolyl isomerase Pin1; 390,000 tested, 0.009% active; Q13526; Potency, µM (series often up to 115 µM), without a hit: at the highest dose activity, negative = inhibition, usual class: inhibitors; Pin1 FP peptide displacement, HiFluor488, 10 min; active means well fitted inhibition curve with a large enough effect in the polarisation, with a control signal flat, not every such curve was filed as active; inconclusive means small, poorly fitted or top-dose-only effect, or effect the other way, or a change in a side signal; inactive means no such curve, though single readings can be large or run the other way; the % refers to the polarisation; further: potency means the concentration at half of the fitted maximal effect; on the % scale 0 is the no-effect control and ±100 the full control effect
# Target sequence (Q13526 whole entry, looked up): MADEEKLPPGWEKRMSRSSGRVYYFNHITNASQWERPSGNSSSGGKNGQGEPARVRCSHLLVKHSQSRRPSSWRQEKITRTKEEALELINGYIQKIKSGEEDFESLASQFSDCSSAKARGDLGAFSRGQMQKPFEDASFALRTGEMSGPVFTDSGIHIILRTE
# rTrxR1 inhibitor: rat TrxR1 inhibition; AID 588453; recombinant rTrxR1, NADPH fluorescence consumption, selenite substrate; Potency, µM (doses to about 114 µM), for inactives: at the highest dose activity change, negative = inhibition, actives largely listed as inhibitors; 390,000 tested, 1% active; further: potency means the concentration at half of the fitted maximal effect; on the % scale 0 is the no-effect control and ±100 the full control effect; nearly all actives have a fitted effect of over 65% in size
#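 Rat TrxR1 (90 nM in the dispensed reagent) was pre-reduced with 400 uM NADPH for 5 min at room temperature, then incubated with compound for 15 min. After 400 uM selenite was added, NADPH fluorescence (Ex 340/Em 450 nm) was followed for 8 min.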
# USP1 inh: USP1/UAF1 (human) deubiquitinase inhibition. O94782. recombinant USP1/UAF1, Ub-Rhodamine cleavage fluorescence. Potency, µM (top dose mostly 57.1 µM), for the others: top-dose activity change, negative = inhibition, usual class: inhibitors. 390,000 tested, 0.23% active. AID 743255; further: potency means the concentration at half of the fitted maximal effect; on the % scale 0 is the no-effect control and ±100 the full control effect; nearly all actives have a fitted effect of over 60% in size; inactives centre near -12
# Target sequence (O94782 whole entry, looked up): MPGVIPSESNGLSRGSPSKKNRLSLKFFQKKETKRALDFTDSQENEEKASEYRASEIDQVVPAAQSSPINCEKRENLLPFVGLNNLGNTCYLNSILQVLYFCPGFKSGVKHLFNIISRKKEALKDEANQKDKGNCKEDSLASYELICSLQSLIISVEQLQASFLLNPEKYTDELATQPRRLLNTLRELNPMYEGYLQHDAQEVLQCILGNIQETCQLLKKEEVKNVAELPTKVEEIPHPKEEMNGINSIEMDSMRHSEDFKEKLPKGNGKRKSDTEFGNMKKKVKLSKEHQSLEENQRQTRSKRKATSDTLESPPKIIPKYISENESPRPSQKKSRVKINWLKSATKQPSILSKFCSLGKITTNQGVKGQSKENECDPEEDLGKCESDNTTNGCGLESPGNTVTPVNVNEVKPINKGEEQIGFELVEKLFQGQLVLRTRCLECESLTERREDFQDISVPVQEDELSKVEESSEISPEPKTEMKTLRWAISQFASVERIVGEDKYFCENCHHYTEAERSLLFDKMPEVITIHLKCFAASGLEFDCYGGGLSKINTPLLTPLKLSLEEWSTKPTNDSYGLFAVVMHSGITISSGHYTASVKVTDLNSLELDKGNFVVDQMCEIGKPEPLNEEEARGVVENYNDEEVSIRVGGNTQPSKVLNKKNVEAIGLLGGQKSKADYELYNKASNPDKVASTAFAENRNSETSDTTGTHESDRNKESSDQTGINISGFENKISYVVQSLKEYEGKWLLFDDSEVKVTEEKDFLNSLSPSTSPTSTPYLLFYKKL
#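 USP1/UAF1 complex (1 nM) preincubated 15 min at room temperature with compound, then Ub-Rho substrate (150 nM final) added. Kinetic fluorescence at 480/540 nm over 6 reads at 60 s intervals; 50 mM HEPES pH 7.8, 0.5 mM EDTA, 0.1 mg/ml BSA, 1 mM TCEP, 0.01% Tween-20.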
# HP1b binding inh: HP1-beta chromodomain-methylated histone interaction inhibition. 390,000 tested, 0.56% active. P83916. Potency, µM (series often up to 114 µM), without a hit: at the highest dose activity change, negative = inhibition, most hits filed as inhibitors. AlphaScreen HP1-beta / biotin-H3K9me3 peptide binding; further: potency means the concentration at half of the fitted maximal effect; nearly all actives have a fitted effect of over 70% in size; inactives centre near 23
#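 HP1-beta protein (50 nM final) preincubated 30 min at room temperature with biotinylated H3(1-18)K9me3 peptide (50 nM) in PBS pH 7.4, 0.01% Tween-20, then compound added for 30 min. AlphaScreen streptavidin donor/nickel chelate acceptor beads (10 ug/mL final), 30 min dark, luminescence read.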
# The depositor's hits bear a star; i = inactive; ? = inconclusive; / = not tested or not shown; [ ] = remark or other dose. Unless noted, the call rests on the fitted dose curve; in most records, active means well fitted curve in the direction sought with a large enough effect; inconclusive means small, poorly fitted or top-dose-only effect, or another doubt; inactive means no such curve, though single readings can be large; an effect the other way counts as inactive or inconclusive. This is a subset; the hit share may differ from the screen's.
1) CCCc1cc(C(=O)OCC(=O)N(CCC)c2c(N)n(Cc3ccccc3)c(=O)[nH]c2=O)sc1C
2) Cc1nnc(N(Cc2ccccc2)C(=O)c2cnccn2)s1
3) N=C1SCC(=O)N1c1ncc(Cc2ccc(F)cc2)s1
4) Nn1c(SCC(=O)N2CCCCC2)nnc1-c1ccncc1
5) COc1ccc(CCN(C)C(=O)c2cc(S(=O)(=O)N3CCCCCC3)ccc2OC)cc1OC
6) Cn1c(CCCOc2ccc(Cl)cc2Cl)nnc1SCC(=O)Nc1cccc(F)c1
7) CCCC(=O)Nc1nnc(SCC(=O)Nc2ccc(OCC)cc2)s1
8) O=C(NC1CCCC1)C(c1ccncc1)N(C(=O)c1csnn1)c1ccc(F)c(Cl)c1 (stereo unspecified)

compound no. | 1 | 2 | 3 | 4 | 5 | 6 | 7 | 8
GLS inh | -11% | 6% | 30%[activator] | -3% | 5% | -16% | -7% | 0%
IDH1 R132H inh | -1% | 4% | -6% | 0% | -12% | -2% | 5% | -8%
TrxR1 substrate | -5%[57.1 µM] | -3% | -4% | 8%[57.1 µM] | 3% | -2%[57.1 µM] | / | 3%
PGK inhibitor | -3% | -17% | i | -7% | 3% | 5% | -1% | 0%
PI4K2A block | -3 | -3 | -3 | -2 | 0 | -1 | 2 | -2
Pin1 inhibitor | ? | 5% | ? | -7% | -1% | 4% | / | -11%
rTrxR1 inhibitor | 11% | 5% | 5% | 18%[57.1 µM] | 9% | -1%[57.1 µM] | / | 18%
USP1 inh | -16% | 1% | -3% | -8% | -18% | -21% | -25% | -20%
HP1b binding inh | 13% | 28% | -12% | 40% | 28% | 34% | / | 2%

9) Cn1c(=O)[nH]c(=O)c2c1nc(OC(=O)c1ccccc1)n2CC(O)COc1ccc(F)cc1 (stereo unspecified)
10) O=C(/C=C/c1cccs1)c1cc(Cl)ccc1O
11) COc1ccc(C2CC(c3ccccc3)=NN2S(=O)(=O)c2ccccc2)c(OC)c1 (stereo unspecified)
12) COc1cccc(-c2nnc(SCC(=O)N(C(C)C)C(C)C)o2)c1
13) COC(=O)c1cc2ccsc2n1CC(=O)Nc1cc(C)cc(C)c1
14) Cc1ccc(C(=O)Oc2ccc([N+](=O)[O-])cc2)cc1S(=O)(=O)N1CCCCCC1
15) CCCCNC(=O)NC1CCCC1
16) CSc1ccc(CNCc2c(C(=O)O)c(C)n(Cc3ccc(F)cc3Cl)c2C)cc1

compound no. | 9 | 10 | 11 | 12 | 13 | 14 | 15 | 16
GLS inh | 17% | 2% | 4% | 9% | 1% | 2% | 13% | -2%
IDH1 R132H inh | -3% | -4% | -3% | 1% | 2% | 0% | 7% | 3%
TrxR1 substrate | -2% | 7% | -9% | -2%[57.1 µM] | 7%[57.1 µM] | -1% | 13%[57.1 µM] | -3%
PGK inhibitor | 1% | 0% | -5% | -5% | -8% | -12% | -9% | i
PI4K2A block | -1 | 16 | 0 | -3 | 8 | 49 | -5 | 4
Pin1 inhibitor | -16% | -3% | -1% | -6% | ? | -6% | -7% | -9%
rTrxR1 inhibitor | -3% | 11% | -10% | -4%[57.1 µM] | 34%[57.1 µM] | 6% | 28% | -5%
USP1 inh | -3% | -19% | -4% | -12% | -4% | -25% | ? | -3%
HP1b binding inh | 20% | ? | -2% | 29% | 7% | 6% | 6% | -2%

# 3 entries from above, ordered by number of heavy atoms, high to low.
16) CSc1ccc(CNCc2c(C(=O)O)c(C)n(Cc3ccc(F)cc3Cl)c2C)cc1
14) Cc1ccc(C(=O)Oc2ccc([N+](=O)[O-])cc2)cc1S(=O)(=O)N1CCCCCC1
15) CCCCNC(=O)NC1CCCC1

compound no. | 16 | 14 | 15
GLS inh | -2% | 2% | 13%
IDH1 R132H inh | 3% | 0% | 7%
TrxR1 substrate | -3% | -1% | 13%[57.1 µM]
PGK inhibitor | i | -12% | -9%
PI4K2A block | 4 | 49 | -5
Pin1 inhibitor | -9% | -6% | -7%
rTrxR1 inhibitor | -5% | 6% | 28%
USP1 inh | -3% | -25% | ?
HP1b binding inh | -2% | 6% | 6%

# More results
17) CCOC(=O)c1c(NC(=O)c2ccco2)sc(C(=O)N2CCCC2)c1C
18) CC(=O)c1coc2c1cc(O)c1ccccc12
19) O=[N+]([O-])c1cccc(/C=N/Nc2cc(N3CCOCC3)ncn2)c1
20) CC(=O)N1CCc2cc(S(=O)(=O)CCC(=O)NCc3ccc(F)cc3)ccc21
21) O=C(CCC1CCCN(C(=O)c2cncs2)C1)NCc1ccc(F)c(F)c1 (stereo unspecified)
22) CC(C)Cn1c(SCC(=O)Nc2ccc3[nH]c(=O)[nH]c3c2)nc2ccccc2c1=O
23) Cn1ncc2c(NCc3ccccc3Cl)nc(NCCO)nc21
24) O=S(=O)(NCc1cccnc1)c1ccc(Br)s1
25) Cc1cc(N2CCN(c3ccccc3)CC2)nc2ccccc12

compound no. | 17 | 18 | 19 | 20 | 21 | 22 | 23 | 24 | 25
GLS inh | 4% | -18% | -1% | 10% | 23% | -9% | 2% | 4% | 2%
IDH1 R132H inh | 11% | 2% | -1% | -7% | 3% | -10% | / | 2% | 0%
TrxR1 substrate | 1% | 5% | 0% | -4% | 4%[57.1 µM] | 1%[57.1 µM] | 4%[57.1 µM] | 1% | 4%
PGK inhibitor | -7% | 4% | / | -7% | 10% | i | / | -10% | -4%
PI4K2A block | 4 | -5 | -7 | -1 | 3 | 0 | -3 | 0 | -1
Pin1 inhibitor | 0% | 3% | 7% | 1% | -2% | -1% | -1% | 3% | -3%
rTrxR1 inhibitor | -1% | 9% | 14% | 7% | 18%[57.1 µM] | 5%[57.1 µM] | 6%[57.1 µM] | 6% | 14%
USP1 inh | -8% | -14% | -21% | -3% | -19% | -14% | 13% | -18% | ?
HP1b binding inh | 28% | 9% | 42%[activator] | 18% | ? | 52%[activator] | 27% | 7% | 94%[activator]

# By substructure, the compounds so far containing a thiophene ring, fused or not.
1) CCCc1cc(C(=O)OCC(=O)N(CCC)c2c(N)n(Cc3ccccc3)c(=O)[nH]c2=O)sc1C
10) O=C(/C=C/c1cccs1)c1cc(Cl)ccc1O
13) COC(=O)c1cc2ccsc2n1CC(=O)Nc1cc(C)cc(C)c1
17) CCOC(=O)c1c(NC(=O)c2ccco2)sc(C(=O)N2CCCC2)c1C
24) O=S(=O)(NCc1cccnc1)c1ccc(Br)s1

compound no. | 1 | 10 | 13 | 17 | 24
GLS inh | -11% | 2% | 1% | 4% | 4%
IDH1 R132H inh | -1% | -4% | 2% | 11% | 2%
TrxR1 substrate | -5%[57.1 µM] | 7% | 7%[57.1 µM] | 1% | 1%
PGK inhibitor | -3% | 0% | -8% | -7% | -10%
PI4K2A block | -3 | 16 | 8 | 4 | 0
Pin1 inhibitor | ? | -3% | ? | 0% | 3%
rTrxR1 inhibitor | 11% | 11% | 34%[57.1 µM] | -1% | 6%
USP1 inh | -16% | -19% | -4% | -8% | -18%
HP1b binding inh | 13% | ? | 7% | 28% | 7%

# Bioassay records deposited in PubChem BioAssay by National Center for Advancing Translational Sciences (NCATS).
